# D2 potentiator: positive allosteric modulators of human D2 dopamine receptor; P14416; HEK293 T-REx D2, calcium flux, EC20 dopamine potentiation; potentiation, % at 10 µM; actives 0.34% (n = 340,000);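 active = potentiation over 3 SD above the plate norm, cut at about 30% in these data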; note: 0% is about no effect
#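 Calcium flux readout, no-wash dye, 1 read/s. Inducible HEK293 Trex D2 line, overnight 30 C. Compound alone 180 s (agonist flags), then EC20 dopamine, another 180 s to score potentiation.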
# D2 ag: activates the human D2 dopamine receptor; P14416; HEK293 T-REx D2 cells, calcium flux agonist mode; activation, % at 2 µM; actives 0.53% (n = 340,000);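 active = activation over 3 SD above normal in the single-dose calcium agonist read, cut at about 30% in these data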; note: 0% is about no effect
#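 Tetracycline-induced HEK293 T-REx cells with force-coupled D2 receptor, plated overnight at 30 C, loaded with no-wash calcium dye. After a 10 s baseline, compound was pin-added and calcium flux read kinetically for 180 s; calcium rises flagged agonists.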
# RXFP1 antagonist: RXFP1 (human) relaxin receptor antagonism; Q9HBX9; HEK293-RXFP1, relaxin-stimulated cAMP HTRF, 30 min; hits give low values; activity change, negative = inhibition, % at 57.5 µM; actives 0.59% (n = 350,000);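 active = activity change of -60% or lower, but not beyond a set lower limit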; note: % is set by controls: 0 for no effect and ±100 for the full control effect
# Target sequence (Q9HBX9 whole entry, looked up): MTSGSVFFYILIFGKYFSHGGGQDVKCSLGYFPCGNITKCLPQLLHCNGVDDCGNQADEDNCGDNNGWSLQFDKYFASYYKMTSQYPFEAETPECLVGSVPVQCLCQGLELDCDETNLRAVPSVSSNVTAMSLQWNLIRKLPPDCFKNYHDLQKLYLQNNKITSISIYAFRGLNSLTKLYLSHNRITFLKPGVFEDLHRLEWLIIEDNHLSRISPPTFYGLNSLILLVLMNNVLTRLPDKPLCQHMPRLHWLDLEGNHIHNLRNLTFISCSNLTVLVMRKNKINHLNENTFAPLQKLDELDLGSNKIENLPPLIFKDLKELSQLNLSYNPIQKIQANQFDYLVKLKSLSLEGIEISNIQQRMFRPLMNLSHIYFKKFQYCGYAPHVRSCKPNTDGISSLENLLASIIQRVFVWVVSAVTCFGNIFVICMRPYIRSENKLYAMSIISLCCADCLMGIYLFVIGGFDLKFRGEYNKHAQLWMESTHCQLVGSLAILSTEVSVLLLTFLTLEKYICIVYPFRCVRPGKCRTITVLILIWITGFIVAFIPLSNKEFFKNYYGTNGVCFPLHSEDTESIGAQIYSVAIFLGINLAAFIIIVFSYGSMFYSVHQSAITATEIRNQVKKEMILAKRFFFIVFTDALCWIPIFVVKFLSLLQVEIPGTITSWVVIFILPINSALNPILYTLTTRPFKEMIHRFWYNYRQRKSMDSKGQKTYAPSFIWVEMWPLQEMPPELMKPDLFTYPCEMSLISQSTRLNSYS
# TRHR PAM: allosteric enhancers of human TRH receptor | P34981 | TRHR cells, fluo-8 calcium fluorescence, EC20 TRH enhancement | enhancement, % at 2 µM | actives 0.66% (n = 360,000); in the data active = enhancement above about 30%; note: 0% is about no effect
#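 Enhancer read-out: after compound pinning and an initial kinetic agonist-mode read, an EC20 of TRH (10 nM final) was injected and fluo-8 calcium signal (Ex 480/Em 530) followed at 1 s/cycle for 100 cycles in TRHR-expressing cells.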
# D1 ag: activates the human D1 dopamine receptor; actives 1% (n = 360,000); P21728; AID 504660; HEK293 T-REx D1 cells, calcium flux, agonist mode; activation, % at 2 µM; note: 0% is about no effect
#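 Agonism was scored from calcium flux recorded over 180 s (1 read/s) after pintool compound addition, following a 10-cycle baseline. Cells were inducible force-coupled HEK293 TREx D1, plated overnight at 30 C and loaded with no-wash calcium dye.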
# D2 antagonist: antagonizes the human D2 dopamine receptor | inhibition, % at 10 µM | P14416 | actives 2% (n = 340,000) | HEK293 TREx D2 cells, calcium flux, dopamine EC80 | AID 485344; in the data active = inhibition above about 30%; note: 0% is about no effect
#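 Compounds are added to dye-loaded, induced HEK293 T-REx cells coupled to calcium release via D2; after a 3 min kinetic read an EC80 dopamine stimulus is given and fluorescence is recorded for 3 more min.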
# D1 PAM: potentiators of human D1 dopamine receptor | AID 504651 | actives 0.036% (n = 360,000) | potentiation, % at 10 µM | HEK293 TREx D1 cells, calcium flux, dopamine EC20 potentiation | P21728; in the data active = potentiation above about 30%; note: 0% is about no effect
# TRHR ag: agonists of human TRH receptor. activation, % at 2 µM. TRHR cells, calcium flux fluo-8, FDSS agonist mode. actives 0.18% (n = 360,000). AID 493084; note: 0% is about no effect
#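 TRHR-expressing cells loaded with fluo-8 calcium dye; 23 nL library compound pin-transferred, kinetic FDSS fluorescence (Ex 480/Em 530) recorded about 180 s for agonist-induced calcium release, before a 10 nM TRH EC20 addition for potentiator mode.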
# D1 antagonist: blocks dopamine activation of the human D1 receptor | HEK293 TREx D1 cells, calcium flux, dopamine EC80; hits give low values | actives 3.2% (n = 360,000) | activity change, negative = inhibition, % at 10 µM | P21728; in the data active = activity change below about -30%; note: % is set by controls: 0 for no effect and ±100 for the full control effect
#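 Tetracycline-induced HEK293 Trex D1 cells, force-coupled to calcium, dye-loaded; compounds added and read 180 s, then EC80 dopamine added and calcium flux tracked kinetically another 180 s.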
# * marks the source's active call; other numbers are inactive results; x = no result given. Cut-off read from the data, not from the text of the source, unless noted: active = activation above about 30%; inactive = the rest.
SMILES,D2 potentiator,D2 ag,RXFP1 antagonist,TRHR PAM,D1 ag,D2 antagonist,D1 PAM,TRHR ag,D1 antagonist
CC(C)COCC1CC2(CC(C)(c3csc(N)n3)OC2=O)C(=O)O1 (centres undefined),-12,1.1,9,-3,-1,13,2,-0.4,5
O=C(/C=C/c1ccc(F)cc1)c1cc(Br)ccc1O,14,-0.9,-21,-4,3,7,0,-0.5,1
C=C1c2ccccc2NC(=S)N1Cc1ccc2c(c1)OCO2,-1,7.8,-17,3,3,3,-2,0.6,-20
O=C(C1CCOCC1)N1CCC(CO)(CCc2ccccc2)CC1,-2,0.8,-14,-2,3,2,5,0.4,-5
Cn1c(=O)c(Oc2ccc(F)cc2)c(O)c2ccccc21,-16,50*,-22,7,7,3,-4,-0.3,3
CSc1cccc(NC(=O)C2CCN(S(=O)(=O)c3ccc4[nH]c5c(c4c3)CCCCC5)CC2)c1,8,0.5,-20,1,0,x,-4,0.7,-8
O=C(CN1CCN(S(=O)(=O)c2ccc(Cl)cc2)CC1)c1ccc(O)c(O)c1,13,5.2,9,-4,0,-4,-1,-0.3,12
CC1=Nc2ccccc2NC(=O)C1Sc1nnc(C)s1 (centres undefined),11,1.0,10,1,-1,-34,-3,0.7,6
CCOCCCNC(=O)c1cnc2sc(N3CCCCC3)nn2c1=O,-7,0.1,-5,2,1,x,3,0.7,4
O=C(NCC(c1cccnc1)N1CCN(c2ccccc2)CC1)OCc1ccccc1 (centres undefined),31*,0.3,3,9,-2,-3,-3,-0.4,12
O=C(Nc1nccs1)c1cn(-c2ccccc2)nc1-c1ccncc1,x,x,-6,-6,-2,x,-4,0.1,x
CCOC(=O)c1[nH]c(C)c(CC(C)C)c1C,x,x,-4,-2,-3,x,-2,-0.2,-6
Cn1c(SCC(=O)NNC(=O)c2ccc(Cl)cc2)nnc1-c1cccnc1,0,4.2,-2,3,2,10,3,-0.3,4
COc1ccc(N(C(=O)C(C)C)S(=O)(=O)c2ccc3ccccc3c2)cc1,13,1.3,-1,3,5,-5,-9,0.6,7
COc1cc(C2Nn3c(nnc3-c3ccccc3OC)S2)ccc1O (centres undefined),-2,0.1,-3,-5,-1,14,3,-0.1,4
CN1CCN(c2ccc(C(=O)c3cn(-c4ccc(F)c(Cl)c4)nn3)cc2)CC1,-10,0.8,-3,3,2,8,-3,1.3,18
COCCCNc1oc(-c2ccc(COc3ccccc3C)o2)nc1C#N,14,-2.0,-6,-2,-1,x,0,-1.1,-4
CN(C)S(=O)(=O)Nc1ccc(NS(=O)(=O)N(C)C)c(S(=O)(=O)c2ccccc2)c1,-4,0.6,0,0,1,-4,1,0.4,-23
COc1ccccc1-[n+]1c(C)cc(/C=C2\Sc3ccccc3N2C)cc1C,16,89*,-12,90*,42*,-16,-1,61*,21
COc1ccc(S(=O)(=O)Nc2cc(Cl)ccc2OC)cc1,-5,0.0,-7,-2,3,-11,-4,0.1,-20
CC1CC(C)(C)CC(=O)C1C(=O)c1ccccc1 (centres undefined),6,-0.7,x,-1,0,1,0,-0.4,8
Cc1c(C(=O)N(C)CCn2ccnc2C)oc2c(F)cccc12,-2,-1.3,6,-5,3,-1,-4,-0.5,3
Cc1c(C(=O)O)sc2c1c(=O)n(Cc1ccccc1)c(=O)n2C,11,-0.5,4,-16,4,-12,-4,-0.7,-5
COC(=O)c1sc(S(=O)(=O)N2CCN(CCO)CC2)c(C(=O)OC)c1C,8,0.7,3,8,1,-23,5,1.1,7
CC(C)(C)C1CCC(OC(=O)c2cncc(Br)c2)CC1 (centres undefined),8,9.8,-7,5,3,3,-3,1.9,4

# Grouped by structure: the compounds so far with a furan ring, fused or not (2)
SMILES,D2 potentiator,D2 ag,RXFP1 antagonist,TRHR PAM,D1 ag,D2 antagonist,D1 PAM,TRHR ag,D1 antagonist
COCCCNc1oc(-c2ccc(COc3ccccc3C)o2)nc1C#N,14,-2.0,-6,-2,-1,x,0,-1.1,-4
Cc1c(C(=O)N(C)CCn2ccnc2C)oc2c(F)cccc12,-2,-1.3,6,-5,3,-1,-4,-0.5,3

# (next part)
SMILES,D2 potentiator,D2 ag,RXFP1 antagonist,TRHR PAM,D1 ag,D2 antagonist,D1 PAM,TRHR ag,D1 antagonist
CCN(CC)CCN(C(=O)c1ccc2ncsc2c1)c1nc2cc3c(cc2s1)OCO3,-19,0.0,-21,-2,1,-31,-3,0.3,-46*
CCOC(=O)CSc1nnc(CSc2nc3ccccc3s2)n1C,-1,-0.2,4,-3,2,15,-6,-0.5,-8
CCOC(=O)c1cc(-c2ccccc2)nc2nc(N3CCCCC3)sc12,-7,0.1,-10,-9,1,8,-2,0.1,4
CCNC(=O)NC(=O)C(C)Sc1nc2cc(C(=O)OC)ccc2c(=O)n1-c1ccccc1 (centres undefined),15,1.0,9,-14,1,8,12,0.0,12
CC(C)(C)C1CCc2onc(C(=O)NCc3ccc(F)cc3)c2C1 (centres undefined),0,1.1,-6,5,7,-1,-4,1.4,-20
COC(=O)C1CCN(c2c([N+](=O)[O-])cc(C(F)(F)F)cc2[N+](=O)[O-])CC1,5,-1.2,-4,-3,3,2,6,-0.4,1
CN1CCN(C(=O)/C(=C/c2cn(S(=O)(=O)N(C)C)c3ccccc23)NC(=O)c2ccccc2Cl)CC1,-8,0.4,-11,-15,9,-14,-1,0.8,2
Cc1cc(Br)ccc1NC(=O)c1ccccc1-c1ccccc1,4,-0.3,x,8,3,-8,4,0.5,4
CCOc1ccc(CNC(=O)CCCn2ccc3cc(S(=O)(=O)N4CCCC4)ccc32)cc1,2,x,1,-7,13,x,2,1.0,-16
COc1ccc(C(C(=O)NC2CCCC2)N(CC2CCCO2)C(=O)Cc2cccs2)cc1OC (centres undefined),13,0.6,0,-6,2,-7,-2,0.4,2
COc1ccc(CCNC(=O)C2CCCN(S(=O)(=O)c3cnc[nH]3)C2)cc1OC (centres undefined),-4,1.7,x,2,4,20,x,0.1,-27
O=C1COc2ccc(C(=O)CSc3nnnn3-c3ccccc3)cc2N1,5,-0.4,4,3,2,3,4,-0.5,23
COCCN1Cc2cccc(C(=O)Nc3cccc(-c4nc5ccccc5[nH]4)c3)c2C1=O,7,0.8,-9,-5,3,-1,-1,1.1,0
COc1c(/C=N/Nc2ccc([N+](=O)[O-])cc2[N+](=O)[O-])c(C)nn1-c1ccccc1,6,0.5,-3,16,0,-4,0,-0.2,-33*
c1ccc(CNCCN2CCNCC2)nc1,6,-0.2,-7,2,1,-14,2,0.0,5
Cc1cc(N2C(=O)C(=O)/C(=C(/O)c3ccc(F)cc3)C2c2ccc(Cl)cc2)no1 (centres undefined),3,-2.6,-10,3,2,19,4,-0.2,21
N=C1C(c2ccccc2)=C(O)CN1c1cccc(S(=O)(=O)NCc2ccco2)c1,5,-2.2,4,5,0,-23,-9,-1.1,-6
Cc1cc(NC(=O)CN2C(=O)c3cccnc3Sc3ccccc32)ccc1Br,-12,0.7,-18,-5,1,x,-5,-0.1,11
CCCc1nnc(NC(=O)CC(C)c2ccccc2)s1 (centres undefined),3,0.5,-14,-2,2,7,1,-0.2,9
COc1ccccc1C(=O)C1CCCN(C(=O)CCC(=O)c2ccccc2)C1 (centres undefined),14,0.8,10,-8,1,4,5,2.5,11
Cn1ccnc1C(=O)c1cc(SCC(=O)NCc2ccccc2)nc2ccccc12,-8,-0.3,-6,-6,2,12,-3,-0.6,x
COC(=O)CCC(=O)Nc1sc(Cc2ccccc2)c(C)c1C(N)=O,0,-0.4,-5,-3,-1,-5,0,-0.2,5
O=C(CCCN1C(=O)/C(=C/c2ccccc2Cl)SC1=S)NCCCN1CCOCC1,4,-0.2,6,-3,4,0,0,0.4,-6
O=C(N/N=C/c1ccccn1)c1ccc([N+](=O)[O-])cc1Cl,4,-0.1,-3,-1,-1,-10,-1,0.4,-28
COc1ccc(C(=O)N2CCCC(Nc3ccc(C(C)C)cc3)C2)c(OC)n1 (centres undefined),-18,0.5,-12,22,1,19,-3,1.8,9

# In another format: results already given.
SMILES: COCCN1Cc2cccc(C(=O)Nc3cccc(-c4nc5ccccc5[nH]4)c3)c2C1=O
  D2 potentiator: 7
  D2 ag: 0.8
  RXFP1 antagonist: -9
  TRHR PAM: -5
  D1 ag: 3
  D2 antagonist: -1
  D1 PAM: -1
  TRHR ag: 1.1
  D1 antagonist: 0
SMILES: COc1c(/C=N/Nc2ccc([N+](=O)[O-])cc2[N+](=O)[O-])c(C)nn1-c1ccccc1
  D2 potentiator: 6
  D2 ag: 0.5
  RXFP1 antagonist: -3
  TRHR PAM: 16
  D1 ag: 0
  D2 antagonist: -4
  D1 PAM: 0
  TRHR ag: -0.2
  D1 antagonist: -33*

# Copied from the list.
# Under D1 antagonist, `COc1ccc(C(=O)N2CCCC(Nc3ccc(C(C)C)cc3)C2)c(OC)n1` (centres undefined) shows 9
# Under D1 ag, `O=C1COc2ccc(C(=O)CSc3nnnn3-c3ccccc3)cc2N1` shows 2
# Under D1 PAM, `COc1c(/C=N/Nc2ccc([N+](=O)[O-])cc2[N+](=O)[O-])c(C)nn1-c1ccccc1` shows 0
# Under D2 potentiator, `CCOc1ccc(CNC(=O)CCCn2ccc3cc(S(=O)(=O)N4CCCC4)ccc32)cc1` shows 2

# The list continues:
SMILES,D2 potentiator,D2 ag,RXFP1 antagonist,TRHR PAM,D1 ag,D2 antagonist,D1 PAM,TRHR ag,D1 antagonist
Cc1ccccc1C(=O)N1CCC(n2nccc2NC(=O)CCOc2ccccc2)CC1,4,0.9,-3,-11,3,-5,-9,0.1,8
CC1CCCCC1NC1=NCCS1 (centres undefined),19,0.3,21,-6,-1,-2,0,-0.5,-4
CCN1CCN(Cc2ccc(NC(=O)c3cc(NC(=O)c4ccno4)cc(OC)c3)cc2C(F)(F)F)CC1,8,-0.5,6,1,3,-26,1,0.5,4
Cn1c(CCN2CCCCC2)nc2cc(NC(=O)NC3CCCCC3)ccc21,-6,0.7,-6,9,5,4,-4,0.3,10
Cc1cc(C)n(C(=O)c2ccc(NC(=O)CC(C)C)cc2)n1,-11,0.4,-9,-16,2,33*,-14,0.1,-94*
NS(=O)(=O)c1ccc(CNC(=O)c2ccc(Cl)c(S(=O)(=O)NCc3ccccc3)c2)cc1,-4,-0.3,3,5,1,-22,-1,0.6,-14
O=C(CCS(=O)(=O)Cc1ccccc1)NC1CCCCC1,2,0.1,-7,-2,2,-7,-1,-0.1,2
O=C(NCCc1ccccc1)c1c(O)c2ccccc2[nH]c1=O,5,0.7,1,-5,3,1,-1,1.3,-2
Cc1ccc(-c2csc(NC(=O)CN3C(=O)CCC3=O)n2)cc1,-4,1.9,x,-6,0,23,-2,0.2,-2
CCCCNc1cc(=O)n(C)c(=O)[nH]1,23,0.0,0,-4,4,2,x,-1.3,-2
CC1CCN(C(=O)C2c3ccccc3C(=O)N3CCc4ccccc4C23)CC1 (centres undefined),-11,0.4,-7,1,-1,10,4,0.9,13
CCn1c(SCC(=O)NCc2cccs2)nnc1-c1ccncc1,1,0.7,-12,2,4,7,-5,-0.2,1
O=C(CN1C(=O)C(=O)N(Cc2ccco2)C1=O)c1c[nH]c2ccccc12,x,x,10,-2,-1,x,-1,0.3,-9
Cn1c(SCC(=O)N2CCCCCC2)nnc1-c1ccco1,3,0.6,5,1,0,17,0,0.8,2
CCOc1ccccc1NC(=O)CC(O)(C(F)(F)F)C(F)(F)F,3,-0.5,-9,0,25,-8,-5,-0.3,-8
